TCR-CD3 inh = blocks the human TCR-CD3 interaction; TAMRA-labeled TCR probe fluorescence, biochemical; inhibition, % at 9.4 µM; 0.37% of 360,000 active; AID 651800; in the data active means inhibition above about 19%;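 further: recombinant mutant TCR 2C K166C tagged with TAMRA read by polarization; 0% = receptor in buffer alone and 100% = receptor with positive control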
Rev-erbA mod = modulates human Rev-erb alpha binding to DNA. AID 1259318. P20393. 0.79% of 370,000 active. activity, % at 10 µM. Rev-erbα–FITC-DNA binding, fluorescence polarization, 90 min;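 active means activity above about 14%, limit read from the data; passing the limit was not always enough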;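 further: 0% = DMSO wells with 35 nM protein and 100% = DMSO wells with 750 nM protein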
ABHD4 inh = ABHD4 (mouse) inhibition, primary FP screen | Q8VD66 | purified mABHD4, FP-Rh probe fluorescence polarization | inhibition, % at 8.92 µM | 0.54% of 370,000 active;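 active means inhibition exceeding the mean over every tested compound plus 3 SD, cut at about 30% in these data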;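 further: 0% = plate median of compound wells and 100% = S159A mutant with DMSO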
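Assay system: wild-type mouse ABHD4 protein; compound: single nominal dose of 8.92 µM, 0.89% DMSO final; schedule: 45 min + 60 min at 25 °C; measured by: FP readout, ex 525 nm / em 598 nm; evaluation: % inhibition of FP-Rh probe binding versus controls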
HTRA1 inh = inhibitors of human serine peptidase HTRA1; inhibition, % at 5.96 µM; AID 504803; Q92743; 0.5% of 340,000 active; recombinant HTRA1, FP-rhodamine activity-based probe, fluorescence polarization; in the data active means inhibition above about 36%;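 further: 0% = enzyme with DMSO and 100% = wells lacking enzyme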
Target sequence (Q92743 whole entry, looked up): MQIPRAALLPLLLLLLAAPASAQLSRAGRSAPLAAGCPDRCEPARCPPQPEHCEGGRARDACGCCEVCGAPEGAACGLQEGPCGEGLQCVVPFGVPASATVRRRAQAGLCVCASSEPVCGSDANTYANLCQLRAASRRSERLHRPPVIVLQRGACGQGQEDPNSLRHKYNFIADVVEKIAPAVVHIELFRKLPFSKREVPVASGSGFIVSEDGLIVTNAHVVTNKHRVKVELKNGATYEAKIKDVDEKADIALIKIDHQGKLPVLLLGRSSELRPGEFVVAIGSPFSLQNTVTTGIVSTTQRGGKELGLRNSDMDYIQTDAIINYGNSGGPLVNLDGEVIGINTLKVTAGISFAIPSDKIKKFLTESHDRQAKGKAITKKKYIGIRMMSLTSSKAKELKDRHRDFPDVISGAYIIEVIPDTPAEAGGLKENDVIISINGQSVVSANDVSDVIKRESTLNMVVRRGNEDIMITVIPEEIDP
MBD2 DNA inh = blocks human MBD2 binding to methylated DNA; TR-FRET, MBD2 binding to methylated oligonucleotide; inhibition, % at 4.4 µM; 0.31% of 370,000 active; AID 686964; in the data active means inhibition above about 13%
PG9 binder = PG9 antibody binding by small molecule; TR-FRET gp120-PG9 antibody binding; inhibition, % at 6.7 µM; 0.43% of 360,000 active; AID 624416; in the data active means inhibition above about 8.5%
LEDGF integ inh = blocks HIV-1 LEDGF/p75-dependent DNA integration; TR-FRET IN-LEDGF/p75 DNA integration, Eu/Cy5; inhibition, % at 3.7 µM; 0.64% of 370,000 active; AID 743269;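 active means inhibition above the screen-wide mean plus 3 SD, cut at about 13% in these data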;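 further: signal is the Cy5 over europium emission ratio at 671 and 618 nm; 0% = plate median of compound wells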
rCAG RNA binder = r(CAG) repeat RNA binding. TO-PRO-1 dye displacement fluorescence. inhibition, % at 3 µM. 1.3% of 370,000 active;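 active means inhibition above the plate cutoff, the mean of all test compounds on that plate plus 3 SD, cut at about 35% in these data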;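 further: 0% = DMSO alone and 100% = 100 µM mitoxantrone as full dye displacement; higher means more dye released from RNA so lower well fluorescence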
PRMT1 FP inh = blocks human protein arginine methyltransferase 1. AID 652257. recombinant PRMT1, activity-based probe fluorescence polarization. inhibition, % at 2.79 µM. 1.3% of 370,000 active;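 active means inhibition above about 21% made by adding two undisclosed values, limit read from the data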
Target sequence (Q99873 whole entry, looked up): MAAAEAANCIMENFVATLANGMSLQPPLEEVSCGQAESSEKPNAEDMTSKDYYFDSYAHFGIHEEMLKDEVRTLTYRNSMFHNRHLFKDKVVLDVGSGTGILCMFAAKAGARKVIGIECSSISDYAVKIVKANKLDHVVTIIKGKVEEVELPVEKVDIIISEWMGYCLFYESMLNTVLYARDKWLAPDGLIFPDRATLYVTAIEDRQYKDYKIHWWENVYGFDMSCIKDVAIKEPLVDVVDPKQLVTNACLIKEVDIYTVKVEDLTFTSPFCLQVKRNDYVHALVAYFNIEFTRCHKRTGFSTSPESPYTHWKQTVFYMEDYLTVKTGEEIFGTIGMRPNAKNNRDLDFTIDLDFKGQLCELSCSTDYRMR
UHRF1 MBD2 ctr = UHRF1 methyl-DNA binding inhibition | UHRF1 binding to methylated oligo, TR-FRET | Q96T88 | inhibition, % at 4.4 µM | 0.75% of 370,000 active; in the data active means inhibition above about 21%;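 further: UHRF1 SRA domain binding a hemimethylated CpG hairpin DNA probe; 0% = median of test compound wells and 100% = reference inhibitor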
Numbers without * were called inactive; / = no result given; & = joins results of further samples. Some of the compounds tested; count on the stated rates, not on these rows.

SMILES	TCR-CD3 inh	Rev-erbA mod	ABHD4 inh	HTRA1 inh	MBD2 DNA inh	PG9 binder	LEDGF integ inh	rCAG RNA binder	PRMT1 FP inh	UHRF1 MBD2 ctr
Cn1c(SCC(=O)Nc2ccc(C(N)=O)cc2)nc2c(c1=O)SCC2	2	-5	-1	0	1	-3.2	1	3	12	3
CCOc1cc(OCC)cc(C(=O)N2CCC[C@@H]2C(=O)N2CCC[C@H]2C(=O)NCc2ccncc2)c1	-4	-2	-1	/	3	0.2	0	1	-6	3
NC(=O)NC(=O)CSc1ccccc1	4	-2	1	-3	-2	-0.4	-2	-3	-1	-1
CCc1c(C)sc(NC(=S)N2CCN(C(=O)C3CCCO3)CC2)c1C(=O)OC (configuration not stated)	-1	-2	-6	-2	0	0.2	8	-1	-4	1
O=C(O)C1=C[C@@H](C2CCCCC2)C[C@@H](OCc2ccc(CO)cc2)O1	1	-3	-3	-1	3	0.6	2	11	-2	-2
Cc1c(CCO)c(=O)n(-c2ccccc2)n1S(=O)(=O)c1ccc(F)cc1	3	-2	3	-1	2	1.1	-2	0	0	-4
Cn1c(Cn2c(=O)sc3ccccc32)nnc1SCc1ccccc1F	-3	3	2	1	-4	-0.4	1	-2	-2	-1
CC(C)(C)C(=O)NCCc1nc2ccccc2n1CC(=O)c1ccc(Cl)cc1	-2	1	2	-17	0	-0.6	-2	2	2	-1
O=C(NCc1ccccc1)NC1CC2CCC(C1)N2Cc1ccco1 (configuration not stated)	6	0	-4	4	6	-1.3	1	-4	-4	-1
COc1ccccc1CN1CC(C(=O)NCc2ccc(SC)cc2)CCC1=O (configuration not stated)	-2	-4	-2	0	-1	-0.5	-1	-8	-3	1
CCCCCCOc1ccc(/C=c2\s/c(=C(/C#N)C(=O)NCc3ccco3)n(-c3ccccc3)c2=O)cc1	-6	-4	-5	-2	1	-2.0	-3	7	-1	6
CCOC(=O)c1ccc(NC(=O)CCC2COc3ccccc3O2)cc1 (configuration not stated)	2	-1	-13	-33	7	3.2	0	28	1	0
CC(C)(C)OC(=O)C[C@@H]1C/C=C\C[C@@H](CC(=O)N[C@H](CO)Cc2ccccc2)C(=O)N2CCC[C@H]2COC1=O	8	-6	3	4	-6	1.4	-5	-1	0	-1
CCC1(C)Cc2ccccc2-c2nc(NCCO)n(-c3ccccc3)c(=O)c21 (configuration not stated)	-3	-4	-8	-8	2	0.0	-5	-5	-2	-2
Cc1cccc(OCC(=O)Nc2ccc(S(=O)(=O)Nc3onc(C)c3C)cc2)c1C	5	1	-3	-3	-1	-1.1	-2	41*	-1	0
COc1ccccc1CCNC(=O)C(=O)NCC1OCCN1S(=O)(=O)c1ccc([N+](=O)[O-])cc1 (configuration not stated)	1	-1	-3	-3	-2	-2.6	2	3	0	4
Cc1ccccc1OCCC(=O)N1CCN(S(=O)(=O)c2ccc(Br)cc2)CC1	-2	0	5	-8	3	2.1	0	-6	-3	-2
COc1ccc(F)cc1C(=O)C1CCCN(C(=O)C2=C(C)OCCO2)C1 (configuration not stated)	0	-2	3	3	0	-0.8	-2	-10	2	9
COc1cc2c(cc1OC)C(C)N(C(=O)c1cc3c(s1)-c1ccccc1OC3)CC2 (configuration not stated)	3	2	-10	-45	0	-2.0	3	7	-5	-1
COc1ccc2c(c1OC)C(=O)N(c1ccccc1)C2=O	0	5	3	1	-4	-3.7	3	-1	0	1
CCCCNC(=O)c1cc2cc(OC)ccc2[nH]1	-6	-6	-6	/	2	0.5	-4	1	3	2
CC(C)C(=O)OCC(=O)Nc1ccc(N=Nc2ccccc2)cc1	-1	2	1	39*	-3	-1.5	1	5	1	1
COCCNC(=O)/C(C#N)=C/c1cc(C)n(C2CCCCC2)c1C	-3	-4	1	-2	2	0.7	-7	-12	1	0
CCN(CC)c1ccc(-n2c(C)cc(C=O)c2C)cc1	1	7	3	-2	-3	-1.5	0	-7	-2	-7
CCOc1ccc2oc(C(=O)NC(C)(C)CC)c(C)c2c1	1	4	4	-4	0	-0.3	2	-8	0	3

One compound at a time, from the list above. Screens in order: TCR-CD3 inh	Rev-erbA mod	ABHD4 inh	HTRA1 inh	MBD2 DNA inh	PG9 binder	LEDGF integ inh	rCAG RNA binder	PRMT1 FP inh	UHRF1 MBD2 ctr
CC(C)C(=O)OCC(=O)Nc1ccc(N=Nc2ccccc2)cc1 across the screens: -1	2	1	39*	-3	-1.5	1	5	1	1
CCOc1cc(OCC)cc(C(=O)N2CCC[C@@H]2C(=O)N2CCC[C@H]2C(=O)NCc2ccncc2)c1 across the screens: -4	-2	-1	/	3	0.2	0	1	-6	3

Carrying on.
SMILES	TCR-CD3 inh	Rev-erbA mod	ABHD4 inh	HTRA1 inh	MBD2 DNA inh	PG9 binder	LEDGF integ inh	rCAG RNA binder	PRMT1 FP inh	UHRF1 MBD2 ctr
CCOC(=O)Cn1c(=O)oc2cc(S(=O)(=O)N(C)Cc3ccco3)ccc21	7	-5	-1	2	-4	0.0	7	3	-3	-3
CC1=NN(C(=O)COc2cc(C)ccc2C(C)C)C(O)(c2ccccc2)C1 (configuration not stated)	14	3	-1	4	-2	-2.4	-1	-5	-1	-1
CCOC(=O)C(=O)Nc1nnc(Cc2ccc(OC)c(OC)c2)s1	-2	2	-5	1	2	-1.3	0	2	4	0
CNS(=O)(=O)c1cccc(C(=O)OCC(=O)C23CC4CC(CC(C4)C2)C3)c1	7	-2	-21	-17	0	-0.5	2	0	-2	-1
CN(C)S(=O)(=O)c1ccc(S(=O)(=O)N(CC(=O)Nc2ccccc2)CC2CCCO2)cc1 (configuration not stated)	-4	-4	-4	-2	0	-1.6	-1	1	-3	-1
COc1ccc(OC)c(S(=O)(=O)N2CCN(CC(O)COc3ccc(C#N)cc3)CC2)c1 (configuration not stated)	-4	-4	2	1	-3	-0.3	0	-5	1	0
O=C(COC(=O)c1ccc(Cl)c(S(=O)(=O)N2CCCCC2)c1)NCC1CCCO1 (configuration not stated)	-5	-2	1	-18	-2	-2.3	-5	-4	0	1
NS(=O)(=O)c1ccc(NC(=O)COC(=O)COc2ccccc2)cc1	-2	1	2	1	-3	-1.1	-7	1	4	2
COc1ccc(-c2cc(-c3ccc(N)cc3)nc(N)c2C#N)cc1OC	8	5	9	-8	0	2.9	4	6	-1	-1
N#Cc1ccc(OCC(=O)N/N=C/C2CC=CCC2)cc1 (configuration not stated)	-2	-2	-2	0	3	0.7	-4	4	3	-2
CCC(=O)Nc1ccc2c(c1)N(C(C)=O)c1ccccc1CC2	2	4	-2	0	0	-1.5	-4	-5	-2	-1
Cc1sc2ncnc(NCC(c3ccccc3)N(C)C)c2c1C (configuration not stated)	7	3	3	-4	-2	-2.8	-5	-5	-5	-3
Cc1cc2nccc(-c3ccc(F)cc3)n2n1	10	2	3	8	-1	1.0	-1	2	3	-1
CC(C)c1ccccc1NC(=O)c1cccc(NC(=O)c2ccccc2)c1	0	-4	-10	-44	-4	1.2	-1	11	1	4
COc1ccc(/C=N/NC(=O)c2cccc(Br)c2)cc1CSc1ccccn1	-1	7	-20	-24	4	-1.7	3	8	0	-3
O=c1c2ccccc2nc(/C=C/c2ccc(Br)cc2)n1CCCO	0	8	-8	-29	-3	0.6	0	-1	5	3
C=CCNc1nnc(SC2CC(=O)N(c3ccc(OC)cc3)C2=O)s1 (configuration not stated)	-8	0	4	-1	-3	0.8	-7	2	83*	0
Cc1ccc(C)c(NC(=O)CSc2nnc(-c3n[nH]c4ccccc34)o2)c1	2	-3	-8	-19	-1	-1.9	0	3	0	-2
CSc1ccc(CNC(=O)C2(C)CCCN2CC(C)C)cc1 (configuration not stated)	-2	-3	-22	/	9	-0.8	-3	2	9	4
Cc1cc(C(F)(F)F)nn1CC(=O)Nc1ccc(Br)c2cccnc12	-9	5	-4	-6	1	0.8	-1	3	2	3
CC(C)NC(=O)c1ccccc1NC(=O)C(C)Oc1ccccc1 (configuration not stated)	3	-2	-6	2	-7	-1.4	8	-2	-4	-1
CCn1cc(/C=N/O)c(C)n1	1	2	2	3	2	-0.8	-3	-2	-2	-3
Cc1cc(C)c(S(=O)(=O)N2CCCc3ccccc32)c(C)c1	-1	7	2	-9	-1	-0.8	2	-4	1	0
COc1cccc(OC2(C)CCN(Cc3cccn3-c3nccs3)C2)c1 (configuration not stated)	9	-2	1	/	-4	-0.9	3	0	-1	2
COc1ccccc1CNC(=O)C(C)Oc1ccccc1 (configuration not stated)	4	0	5	-1	1	-0.7	-3	-6	-1	-2

Molecules from the list above containing a tert-butyl group:
SMILES	TCR-CD3 inh	Rev-erbA mod	ABHD4 inh	HTRA1 inh	MBD2 DNA inh	PG9 binder	LEDGF integ inh	rCAG RNA binder	PRMT1 FP inh	UHRF1 MBD2 ctr
CC(C)(C)C(=O)NCCc1nc2ccccc2n1CC(=O)c1ccc(Cl)cc1	-2	1	2	-17	0	-0.6	-2	2	2	-1
CC(C)(C)OC(=O)C[C@@H]1C/C=C\C[C@@H](CC(=O)N[C@H](CO)Cc2ccccc2)C(=O)N2CCC[C@H]2COC1=O	8	-6	3	4	-6	1.4	-5	-1	0	-1

Following part
SMILES	TCR-CD3 inh	Rev-erbA mod	ABHD4 inh	HTRA1 inh	MBD2 DNA inh	PG9 binder	LEDGF integ inh	rCAG RNA binder	PRMT1 FP inh	UHRF1 MBD2 ctr
Cc1ccc2oc(=O)cc(CN3CCC(C)CC3)c2c1	9	-1	1	-2	-6	-0.7	4	3	0	-5
COc1ccc(-c2[nH]nc(-c3ccccc3)c2-c2nc3ccccc3[nH]2)cc1	-4	0	-22	-37	0	-0.7	1	4	2	1
CC(C)[C@H](NC(=O)c1ccc(Cl)cc1)C(=O)OCC(=O)N1CCN(c2ccccc2)CC1	7	-7	3	10	-1	0.7	-3	1	-2	-2
O=C(Nc1ccc2c(c1)C(=O)NC2=O)c1ccc(Cl)s1	-6	4	-2	-5	3	-3.3	-2	-1	3	3
N#Cc1ccc(CSc2nnc(-c3cccs3)n2-c2ccccc2)cc1	4	-1	-7	-21	-2	-2.5	-1	-5	0	1
CCS(=O)(=O)Nc1ccc(C(=O)CC2(O)C(=O)Nc3ccccc32)cc1 (configuration not stated)	-2	2	-3	4	0	-0.5	-2	-1	5	2
Cc1ccc(SC(C)C(=O)Nc2ccccc2C(=O)N2CCOCC2)cc1 (configuration not stated)	9	-3	1	4	1	-1.4	0	0	-4	3
Cc1ccc(CSc2nnc(-c3cc(-c4ccc(C)cc4)n[nH]3)n2N)cc1	/	1	-2	/	4	/	0	7	2	-5
Nn1cnc2c(c1=O)C1(CCCCC1)Cc1ccccc1-2	6	4	-5	4	0	-1.9	3	-3	0	-2
C=CCn1c(SCC(=O)Nc2cc3oc4ccccc4c3cc2OC)nnc1-c1cnccn1	-1	-7	-1	-13	0	-0.4	2	4	-1	-4
CCOC(=O)c1c(NC(=O)c2ccco2)sc2c1CCCC2	4	-5	-5	-2	5	-1.6	0	-2	0	0
CC1CCN(S(=O)(=O)c2cnc[nH]2)CC1	-10	7	7	1	-2	1.3	-1	2	1	4
CC1CN(c2cc(-c3ccccc3)c3ccccc3n2)CC(C)O1 (configuration not stated)	-4	7	5	-11	-1	1.4	-1	-3	-2	2
CCCCCn1c(=NC(=O)c2ccco2)c(C(=O)OCC)cc2c(=O)n3ccccc3nc21	2&0	-5&-2	0&2	-8&-1	-2&-5	-1.1&-1.8	1&-2	2&6	2&2	-3&-3
O=C(/C=C/c1ccco1)N1CCN(S(=O)(=O)/C=C/c2ccccc2)CC1	1	2	8	-2	-3	-0.2	-5	4	12	1
COc1ccc(C2=NOC(C(=O)N3CCN(C(=O)c4ccco4)CC3)C2)cc1OC (configuration not stated)	3	-2	-2	1	1	-0.5	0	-4	-1	-2
COc1ccc(/C=C/C(=O)c2ccc3c(c2)OCO3)cc1OC	-4	-8	-1	-1	4	-1.8	0	5	0	-3
CCOC(=O)c1c(C)n(C)c2ccc(OCC(N)=O)cc12	3	-6	0	-2	3	0.0	-6	3	-1	2
